GPR7 antag – human neuropeptides B/W receptor 1 antagonism; P48145; GPR7-expressing cells, fluorescence antagonist assay; inhibition, % at 4.4 µM; hit rate 1.1% among 290,000; AID 1861; in the data active = inhibition above about 16%, passing the limit was not always enough;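 note: cells stimulated with the agonist NPW; 0% = agonist with vehicle and 100% = vehicle without agonist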
Target sequence (P48145 whole entry, looked up): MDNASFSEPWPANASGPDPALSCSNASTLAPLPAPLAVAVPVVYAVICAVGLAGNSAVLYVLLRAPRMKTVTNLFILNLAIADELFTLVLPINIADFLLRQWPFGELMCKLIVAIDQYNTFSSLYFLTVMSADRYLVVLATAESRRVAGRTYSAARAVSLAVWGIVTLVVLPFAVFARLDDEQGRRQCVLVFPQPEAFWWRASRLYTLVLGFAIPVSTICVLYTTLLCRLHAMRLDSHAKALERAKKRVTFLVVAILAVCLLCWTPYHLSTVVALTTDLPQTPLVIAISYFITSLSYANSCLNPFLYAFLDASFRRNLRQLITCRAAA
GalR3 antag – blocks the human galanin receptor 3; O60755; HEK293 GalR3-CNG cAMP membrane potential fluorescence; galR3 body fused to GalR1 C-terminus; inhibition, % at 3 µM; hit rate 0.44% among 360,000; AID 651719;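 active = inhibition above the screen-wide average plus 3 SD, cut at about 13% in these data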;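 note: forskolin and galanin both at EC90 stimulate the cells; cAMP rise reported by CNG channel membrane potential dye signal; 0% = forskolin plus galanin with DMSO and 100% = forskolin alone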
Target sequence (O60755 1-299 limits assumed): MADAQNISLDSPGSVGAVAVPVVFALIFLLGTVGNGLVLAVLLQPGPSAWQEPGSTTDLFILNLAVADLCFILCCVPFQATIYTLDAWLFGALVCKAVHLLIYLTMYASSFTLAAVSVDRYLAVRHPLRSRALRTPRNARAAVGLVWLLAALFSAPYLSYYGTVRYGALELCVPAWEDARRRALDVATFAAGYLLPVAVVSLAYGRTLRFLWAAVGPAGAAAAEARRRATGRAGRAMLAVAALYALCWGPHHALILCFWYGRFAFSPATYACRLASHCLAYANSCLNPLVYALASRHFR
M18AAP inhibitor – PfM18AAP enzyme inhibition; recombinant PfM18AAP, H-Glu-NHMec fluorogenic cleavage; inhibition, % at 7.35 µM; hit rate 1.2% among 290,000; AID 1822;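 active = inhibition above the campaign mean inhibition over all tested compounds plus 3 SD, cut at about 28% in these data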;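 note: 0% = plate median of test compound wells and 100% = 2 mM ZnCl2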
V1aR counter – counter-screen for oxytocin receptor agonists: human V1a receptor agonists | P37288 | CHO-V1R cells, Fluo-8 calcium fluorescence, agonist mode; 0% DMSO, 100% 3 nM vasopressin | activation, % at 3 µM | hit rate 0.25% among 320,000 | AID 2797;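 active = activation above the mean activation of all tested compounds plus 3 SD, per screening run, cut at about 20% in these data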;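 note: signal is peak over basal fluorescence ratio across a 100 second FLIPR read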
Target sequence (P37288 whole entry, looked up): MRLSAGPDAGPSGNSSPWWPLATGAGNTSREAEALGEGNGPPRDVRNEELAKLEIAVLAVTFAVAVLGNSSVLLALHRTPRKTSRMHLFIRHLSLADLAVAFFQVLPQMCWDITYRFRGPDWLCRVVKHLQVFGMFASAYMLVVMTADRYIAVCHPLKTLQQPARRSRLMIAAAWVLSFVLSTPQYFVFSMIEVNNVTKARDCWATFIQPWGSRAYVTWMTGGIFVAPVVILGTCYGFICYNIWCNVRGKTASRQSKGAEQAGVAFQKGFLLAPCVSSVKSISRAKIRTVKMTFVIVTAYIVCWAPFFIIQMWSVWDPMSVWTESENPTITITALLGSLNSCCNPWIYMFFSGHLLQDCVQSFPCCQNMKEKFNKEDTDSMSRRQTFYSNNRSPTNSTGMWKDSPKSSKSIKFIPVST
OXTR ag – human OXTR agonism | P30559 | CHO-OTR cells, Fluo-8 calcium fluorescence; normalized: DMSO 0%, oxytocin 100% | activation, % at 3 µM | hit rate 0.32% among 320,000;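 active = activation above the mean of all tested compounds plus 3 SD, cutoff set per screening run, cut at about 20% in these data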;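 note: peak over basal fluorescence ratio from a 100 s FLIPR kinetic read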
OXTR potentiate – potentiators of human oxytocin receptor; P30559; CHO-OTR cells, Fluo-8 calcium fluorescence, potentiator mode; 0% = oxytocin EC15, 100% = EC100; activation, % at 3 µM; hit rate 0.061% among 320,000; AID 2445;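 active = activation above that plate's cutoff, the mean activation of tested compounds plus 3 SD, cut at about 6.6% in these data, passing the limit was not always enough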;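 note: 100% uses oxytocin at 75 nM as the full agonist control; some results filed as inactive read as strong as hits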
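Assay system: CHO cell line stably expressing human OTR. Reagent: EC15 oxytocin agonist. Dosing: single dose, 3.0 µM nominal final compound concentration. Timing: compound 6 min at room temperature before oxytocin, 100 s read. Signal: kinetic Fluo-8 calcium fluorescence. Controls: oxytocin EC15 low and EC100 high.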
MEKK2mut PB1 HTS – signal of MEK5 binding to mutant human MEKK2 PB1 domain. bead flow cytometry, Alexa488-MEK5 binding to MEKK2 mutant. percent response, % at 10 µM. hit rate 0.35% among 290,000. AID 1530; in the data active = percent response above about 24%, passing the limit was not always enough; note: inactives centre near 1; some results filed as inactive read as strong as hits
NALP1 inh – blocks the NALP1 inflammasome reconstituted in yeast; S. cerevisiae NALP1/ASC/caspase-1 growth, X-gal OD620, 72 h; inhibition, % at 10 µM; hit rate 0.61% among 280,000; AID 2071; in the data active = inhibition mostly above about 24%, no sharp cut-off; inactive = mostly below about 32%; note: some compounds called inactive have numbers as strong as hits
MEKK2wt PB1 HTS – raises or lowers MEK5 binding to wildtype human MEKK2 PB1 domain. Q9Y2U5. bead flow cytometry, Alexa488-MEK5 binding to MEKK2 WT; actives lie on both sides. binding response (% of control), % at 10 µM. hit rate 1.1% among 290,000; in the data active = binding response below about 67% or above about 130%
An asterisk follows results filed as active; · = no result given.

SMILES	GPR7 antag	GalR3 antag	M18AAP inhibitor	V1aR counter	OXTR ag	OXTR potentiate	MEKK2mut PB1 HTS	NALP1 inh	MEKK2wt PB1 HTS
Cc1cccc(N2CCN(C(=O)Cn3nc(C)n4cccc4c3=O)CC2C)c1 (configuration not stated)	2	·	1	0.6	0.4	-4	4	0	98
C[C@H]1CN=C(Nc2ccccc2)N1CCc1ccccc1	·	-5	·	2.7	0.5	0	·	·	·
Cc1ccc(C(=O)Nc2ccncc2)cc1S(=O)(=O)N1CCOCC1	10	-2	-1	2.0	0.3	-6	3	19	104
C=CCn1c(SCC(=O)Nc2cc(C)on2)nnc1-c1ccccc1OC	·	12	·	0.4	-0.1	6	·	·	·
Cc1cccc(N=N/C(=C\O)C(=O)c2cccs2)c1	-5	-4	-1	-0.5	-1.5	-5	-6	-41	86
COc1cccc(CNC(=O)CCNS(=O)(=O)c2ccc(Br)s2)c1	8	-9	-6	0.4	-0.3	-10	2	3	97
CC(=O)c1cc(CN2CCN(CC=C(C)C)C(CCO)C2)cs1 (configuration not stated)	-17	-2	6	0.4	1.4	-2	6	-4	106
C=C(C)Cc1c(C)c(C#N)c2nc3ccccc3n2c1N1CCCCC1	-4	-2	-5	-0.8	-2.0	-2	0	9	93
CCOC(=O)c1cn2nc(-c3ccc(OC)cc3)cc2nc1C1CCN(C(=O)OC(C)(C)C)CC1	18	10	-3	0.9	1.0	-7	-3	-2	85
CC(=O)c1c(C)n(-c2ccc(Br)cc2)c2ccc(O)cc12	-2	-9	-4	1.6	-0.1	-5	-6	2	98
COc1cccc(C(=O)N2CCN(c3ncccn3)CC2)c1	-6	-2	2	0.5	0.5	-8	3	-7	105
CC(C)S(=O)(=O)C/C(N)=N/OS(=O)(=O)c1ccc(Cl)cc1	-11	-5	-6	0.0	0.8	3	18	-7	120
CC(C)(C)NC(=S)N1CCC(C(=O)c2ccc(F)cc2)CC1	-13	-5	3	0.6	0.0	-8	4	12	111
COc1ccc(C2CCCN2C(=S)Nc2cccc(C)c2C)cc1OC (configuration not stated)	-14	-6	1	0.5	0.6	-10	-16	-5	76
COc1ccc2oc(C(=O)N3CCCc4ccccc43)c(C)c2c1	·	-1	·	-1.6	-3.0	-17	·	·	·
Cc1cccc(S(=O)(=O)Nc2nc3ccccc3nc2Nc2cccc(C(=O)O)c2)c1	-9	1	4	0.0	-0.2	-2	4	4	101
CCCC(C(=O)Nc1ccc(S(=O)(=O)N2CCCC2)cc1)c1ccccc1 (configuration not stated)	·	-2	·	6.0	10	-5	·	·	·
C=CCNC(=O)c1ccccc1NC(=O)C1COc2ccccc2O1 (configuration not stated)	-7	-3	7	-0.4	-2.0	-2	4	-10	102
CS(=O)(=O)c1cccc(C(=O)Nc2ccc(-c3nc4ccccc4[nH]3)cc2)c1	-4	0	5	1.5	-0.7	-3	6	-12	104
CC1=CC(C)(C)N2C(=O)C3(C(C#N)=C(N)OC4=C3C(=O)CC(C)(C)C4)c3cccc1c32 (configuration not stated)	-8	-4	3	·	·	·	-2	30	96
Cc1onc(-c2ccccc2)c1C(=O)Nc1nc(-c2ccc(F)c(F)c2)cs1	-24	-2	1	1.6	0.1	7	4	24	102
Cc1onc(-c2ccccc2)c1C(=O)OCC(=O)NCc1ccc(F)cc1	12	-2	-18	-1.0	-1.9	2	1	-9	99
CCn1c(CC(=O)Nc2ccccc2F)nnc1SCC(=O)Nc1nncs1	-2	-7	3	-0.2	0.1	-4	7	-1	103
O=C(NCCc1ccccc1)c1ccnc(/C=N/O)c1	-6	-7	-1	0.9	-0.3	3	-14	12	79
CC(C)Cc1ccc(C(C)C(=O)Nc2ccc(O)cc2)cc1 (configuration not stated)	83*	-7	4	44*	50*	-20	-7	5	93
CCOc1cc(/C=N/NC(=O)Cc2ccc(C(F)(F)F)cc2[N+](=O)[O-])ccc1O	-1	-1	5	7.0	8.4	-10	-2	-50	102
O=C(CSc1ccc(-c2ccccn2)nn1)Nc1cccc(F)c1	3	-2	6	7.6	5.4	-13	6	2	100
Cc1cc(C(=O)N/N=C/C=C/c2ccccc2[N+](=O)[O-])c(C)o1	-14	-2	2	-1.1	-0.2	11	-6	12	97
CCN1C(=S)SC(=O)C1=C1C=C(C)N(Cc2ccco2)C(C)=C1	3	3	0	24*	19	-25	·	19	·
Cc1ccc(-c2cccc(CN3CCN(C(C)C)C(CCO)C3)c2)o1 (configuration not stated)	-15	-8	-13	-0.3	0.6	-1	17	-2	117
O=C(Oc1ccc(Br)cc1C(=S)N1CCOCC1)c1ccccc1	-13	-4	11	-0.8	-2.6	-8	2	-12	100
O=C(O)C1=C[C@H](c2ccc3c(c2)OCO3)C[C@H](OCCCCO)O1	·	-4	·	1.6	0.8	-1	-3	·	97
O=S(=O)(c1ccc(Oc2ncnc3scc(-c4ccccc4)c23)cc1)N1CCOCC1	5	-5	1	0.1	-0.7	-6	9	9	110
Cc1cc(NC(=O)Cn2nnc(-c3ccccc3N)n2)no1	9	-2	0	0.1	-0.9	6	0	6	102
Cc1ccc(NC(=O)Cc2nnc(SCC(=O)NC3CCCC3)n2C)c(C)c1	-3	-7	1	-0.2	1.1	-4	2	-2	100
COc1ccc(CNC(=O)COC(=O)C2CCC(C(C)(C)C)CC2)cc1 (configuration not stated)	-6	-6	-1	0.9	-1.0	-5	0	26	112
O=C(CCN1CCC(c2cccs2)=N1)c1cccs1	-11	-6	3	1.2	0.1	-10	-2	-4	101
COc1ccc(CN2CCSCC2)cc1O	5	0	19	1.0	0.4	-18	-2	15	100
CCOc1ccc(C(=O)N/N=C/c2ccc(SC)cc2)cc1	-3	-3	-3	-0.2	-0.7	1	-2	24	94
O=c1cc(C(F)(F)F)nc(SCc2cccc3ccccc23)[nH]1	15	-1	1	3.6	1.0	-3	10	2	103
Cc1ccnc(SCc2ccc([N+](=O)[O-])cc2)n1	-16	-3	2	-1.2	-3.2	-12	-2	-7	98
C/C(CC(=O)Nc1cccnc1)=N\NC(=O)C(=O)Nc1cccc(C)c1	-10	-2	9	1.6	1.7	-7	4	29	104
O=C(CNS(=O)(=O)c1ccccc1)NCc1ccco1	-5	-2	5	0.2	0.6	-2	6	2	101
CCOc1ccc(/C=C2\SC(=S)N(CC(=O)NCCCN3CCOCC3)C2=O)cc1	-7	-7	8	1.4	0.2	-2	2	-1	112
COc1cccc(C(=O)/C=C2\Sc3ccccc3N2C)c1	-9	-1	24	-1.6	-2.6	-18	-1	0	92

Reformatted with values under each structure: entries from further up
The line under a structure holds: GPR7 antag, GalR3 antag, M18AAP inhibitor, V1aR counter, OXTR ag, OXTR potentiate, MEKK2mut PB1 HTS, NALP1 inh, MEKK2wt PB1 HTS
> O=C(O)C1=C[C@H](c2ccc3c(c2)OCO3)C[C@H](OCCCCO)O1
  ·, -4, ·, 1.6, 0.8, -1, -3, ·, 97
> O=S(=O)(c1ccc(Oc2ncnc3scc(-c4ccccc4)c23)cc1)N1CCOCC1
  5, -5, 1, 0.1, -0.7, -6, 9, 9, 110
> Cc1cc(NC(=O)Cn2nnc(-c3ccccc3N)n2)no1
  9, -2, 0, 0.1, -0.9, 6, 0, 6, 102
> Cc1ccc(NC(=O)Cc2nnc(SCC(=O)NC3CCCC3)n2C)c(C)c1
  -3, -7, 1, -0.2, 1.1, -4, 2, -2, 100
> COc1ccc(CNC(=O)COC(=O)C2CCC(C(C)(C)C)CC2)cc1 (configuration not stated)
  -6, -6, -1, 0.9, -1.0, -5, 0, 26, 112
> O=C(CCN1CCC(c2cccs2)=N1)c1cccs1
  -11, -6, 3, 1.2, 0.1, -10, -2, -4, 101

(more compounds)
SMILES	GPR7 antag	GalR3 antag	M18AAP inhibitor	V1aR counter	OXTR ag	OXTR potentiate	MEKK2mut PB1 HTS	NALP1 inh	MEKK2wt PB1 HTS
O=C(NP(=O)(N1CCOCC1)N1CCOCC1)C1=C(N2CCOCC2)/C(=C\c2ccccc2)CC1	-1	-1	4	0.6	0.5	-8	3	-5	102
CCOc1ccc(NC(=O)C(C)NS(=O)(=O)c2ccc(NC(C)=O)cc2)cc1 (configuration not stated)	-9	0	3	1.0	1.1	0	1	-1	102
Cc1ccc2c(c1)cc1c(=O)n(CC(=O)NCCN3CCCC3)nc(C)n12	-20	·	0	0.5	0.9	1	1	23	104
COC(=O)c1cn(C)c2ccc(S(=O)(=O)N3CCOCC3)cc2c1=O	-11	-5	3	0.3	0.1	-5	-1	4	105
Cc1cccc(CSc2ccc(-c3cccs3)nn2)c1	11	-4	2	-0.2	-0.2	-2	12	38	126
CCn1c(SCC(=O)Nc2ccc(C(C)=O)cc2)nc2c([nH]c3ccccc32)c1=O	1	-5	-6	-0.2	-1.2	-2	6	10	97
Cc1c([N+](=O)[O-])c(C(=O)NC2CCCCC2)nn1C	-9	-4	0	-0.4	0.7	-6	11	11	115
O=C(Nc1cccc2c1C(=O)NC2=O)c1cccnc1Cl	-10	-3	10	0.2	1.1	-12	-2	-4	97
CC1=C(C(=O)OC(C)C)C(C)NC(=O)N1 (configuration not stated)	-7	-5	3	-1.0	0.4	-2	5	0	108
CCCC(=O)C1=C(N(C)c2ccccc2)CC(C)(C)C(C(=O)OC)C1=O (configuration not stated)	3	-2	3	-0.9	-1.8	-13	13	10	118
Cc1ccc(S(=O)(=O)N2CCOCC2)cc1NC(=O)COC(=O)CNC(=O)c1ccc(C(C)(C)C)cc1	-2	-2	13	2.4	-0.1	-10	-5	26	93
COc1ccc2nc3oc(C(=O)N4CCCCC4)cc3cc2c1	24	-3	-1	-0.2	-0.8	-8	8	-4	118
CCOC(=O)CSc1nc2ccsc2c(=O)[nH]1	-11	-2	-5	0.6	-0.3	-9	8	14	101
COC(=O)/C=c1/sc2n(c1=O)CCN=2	-9	-4	6	0.1	0.2	0	2	2	102
COc1ccc(CN(CC(=O)NC2CCCC2)C(=O)CCC(=O)Nc2nccs2)cc1	-13	-7	-13	0.9	0.9	-3	0	13	100
Cc1onc(-c2c(Cl)cccc2Cl)c1CO/N=C(\C#N)c1c(Cl)cccc1Cl	-6	0	-2	0.8	0.1	-7	7	2	96
Fc1ccc(Nc2nc(NCc3ccco3)c3ccccc3n2)cc1	3	-2	-4	5.4	7.6	-14	7	18	133
Cc1ccc(S(=O)(=O)N2CCOCC2)cc1C(=O)OCC(=O)c1ccc[nH]1	·	-3	·	0.8	-0.2	-3	·	·	·
CC(=O)c1ccc(NC(=O)c2ccc(C)c(S(=O)(=O)N3CCOCC3)c2)cc1	-12	-6	0	5.3	2.1	-12	1	14	101
Cc1ccc(C(=O)Nc2ccn(C)n2)cc1	·	-6	·	10	0.6	4	·	·	·
CC(C)(C)NC(=S)Nc1ccc(Br)cc1	4	-5	3	2.1	0.6	-6	-5	4	93
COc1ccc(C(CNC(=O)C(Cc2ccccc2)NC(N)=O)N(C)C)cc1 (configuration not stated)	-13	-11	2	0.9	-0.1	-14	10	2	108
CCc1cccc(CC)c1NC(=S)NCc1ccc2[nH]c(C)cc2c1	-13	·	-5	4.9	1.2	-9	-4	42	102
Cc1cccc(C)c1OCC(=O)N(Cc1ccc(Cl)cc1)C1CCS(=O)(=O)C1 (configuration not stated)	7	0	-5	0.7	0.0	-8	5	-2	103
COc1ccc(NC(=O)CC2CC3CCC2C3)cn1 (configuration not stated)	9	-4	-12	0.5	0.7	-2	-50	0	102

Compound activity as filed in PubChem.
